Source: PubChem BioAssay
TexasRed fluor = alters Texas Red total fluorescence, flagging assay interference. 280,000 compounds, 0.29% hits. Potency, µM (doses to about 106 µM), for the others: at the top dose fluorescence change, negative = quenching. TRb/SRC2 Texas Red total fluorescence interference; active = well fitted curve in either direction with a large enough effect; inconclusive = small, poorly fitted or top-dose-only effect
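Human TRb ligand-binding domain at 0.6 uM with 20 nM Texas Red SRC2 peptide in Tris buffer containing 1 uM T3 and 5% DMSO, incubated with compound 5 h at ambient temperature. Total fluorescence (555/632 nm) calculated as parallel + 2 × perpendicular.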
Tau fibril FP = inhibitors of human tau fibril formation | K18 P301L tau heparin fibrillization, Alexa594 FP, 6 h | Potency, µM (doses to about 57.7 µM), without a hit: top-dose activity, negative = inhibition, usual class: inhibitors | 280,000 compounds, 0.39% hits | AID 1468; also: nearly all actives have a fitted effect of over 55% in size
Target sequence (P10636 561-689 P618L limits assumed): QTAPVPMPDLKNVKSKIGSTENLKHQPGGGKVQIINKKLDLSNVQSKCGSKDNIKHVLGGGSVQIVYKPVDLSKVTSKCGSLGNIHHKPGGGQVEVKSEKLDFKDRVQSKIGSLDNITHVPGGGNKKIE
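Human tau K18 […] P301L fragment, 15 uM unlabeled plus 0.24 uM Alexa 594-labeled tau (final), with compound and 20 uM heparin in 100 mM sodium acetate pH 7; 6 hr at 37 C, then Alexa 594 FP read.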
L3MBTL1 inh = L3MBTL1 (human) inhibition. Potency, µM (titrated, usually from 57.1 µM), for inactives: at the top dose activity, negative = inhibition, actives largely listed as inhibitors. Q9Y468. 230,000 compounds, 0.66% hits. AID 485360. AlphaScreen L3MBTL1–H3K9me1 peptide binding; also: nearly all actives have a fitted effect of over 60% in size
Target sequence (Q9Y468 whole entry, looked up): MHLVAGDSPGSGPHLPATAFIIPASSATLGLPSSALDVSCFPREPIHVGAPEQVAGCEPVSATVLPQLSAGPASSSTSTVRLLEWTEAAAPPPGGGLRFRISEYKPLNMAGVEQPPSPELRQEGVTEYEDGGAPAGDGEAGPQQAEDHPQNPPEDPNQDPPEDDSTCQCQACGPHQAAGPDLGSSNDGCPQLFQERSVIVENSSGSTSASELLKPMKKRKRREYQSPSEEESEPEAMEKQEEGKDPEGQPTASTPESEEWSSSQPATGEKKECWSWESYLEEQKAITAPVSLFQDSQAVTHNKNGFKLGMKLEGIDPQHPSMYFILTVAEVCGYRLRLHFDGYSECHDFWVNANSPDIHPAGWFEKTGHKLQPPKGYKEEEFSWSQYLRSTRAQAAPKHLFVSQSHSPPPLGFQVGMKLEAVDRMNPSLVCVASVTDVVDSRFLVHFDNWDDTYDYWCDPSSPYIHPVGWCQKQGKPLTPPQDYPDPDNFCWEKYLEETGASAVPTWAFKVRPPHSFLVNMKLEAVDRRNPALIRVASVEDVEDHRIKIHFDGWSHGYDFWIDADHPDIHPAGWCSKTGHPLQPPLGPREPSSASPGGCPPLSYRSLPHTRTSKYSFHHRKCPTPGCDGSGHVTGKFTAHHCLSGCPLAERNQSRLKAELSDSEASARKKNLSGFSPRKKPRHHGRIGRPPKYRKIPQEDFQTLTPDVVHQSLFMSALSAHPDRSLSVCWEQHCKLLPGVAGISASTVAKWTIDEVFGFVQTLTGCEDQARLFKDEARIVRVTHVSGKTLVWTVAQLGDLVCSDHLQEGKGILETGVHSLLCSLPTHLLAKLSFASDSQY
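Read-out is AlphaScreen signal from streptavidin donor and nickel chelate acceptor beads (10 ug/mL final each) bridging L3MBTL1 (50 nM) and biotinylated K9-monomethylated H3(1-15) peptide (75 nM), after 30 min compound exposure at room temperature.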
GLA spleen mod = inhibitors or activators of human alpha-galactosidase in spleen homogenate; Potency, µM (top dose mostly 80 µM), for the others: top-dose activity change, negative = inhibition, actives largely listed as inhibitors; AID 2107; human spleen homogenate, 4MU-alpha-Gal fluorescence, 40 min; 240,000 compounds, 0.008% hits; P06280;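 also: 0% = enzyme with vehicle and -100% = no enzyme basal signal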
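Inhibition or activation of alpha-galactosidase in human spleen homogenate is scored by 4-MU fluorescence after 40 min at 37C, pH 5.0, with 1 mM substrate. AC50s come from concentration-response fitted to the Hill equation.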
Tau fluor cs = counter-screen for tau fibril formation inhibitors. AID 1463. 280,000 compounds, 0.93% hits. Potency, µM (series often up to 57.7 µM), inactives show top-dose activity change, negative = decrease. tau K18 P301L Alexa594 fluorescence, heparin fibrillization; also: nearly all actives have a fitted effect of over 55% in size
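Human K18 P301L tau (15 uM unlabeled plus 0.24 uM Alexa 594-labeled, final) in 100 mM sodium acetate pH 7 was mixed with compound and 20 uM heparin and incubated 6 hr at 37 C.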
Tau ThT inhib = tau fibrillization inhibition (ThT binding). recombinant tau K18 P301L, heparin-induced fibrillization, ThT fluorescence. 270,000 compounds, 2.1% hits. P10636. Potency, µM (doses to about 57.4 µM), for the others: at the highest dose activity, negative = inhibition, most hits filed as inhibitors; also: nearly all actives have a fitted effect of over 55% in size
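Fibril formation assay: tau K18 P301L at 15 uM with trace Alexa 594 label, heparin inducer 20 uM, pH 7 sodium acetate buffer, 37 C for 6 hr; endpoint ThT signal.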
ALDH1A1 block = ALDH1A1 (human) enzyme inhibition; P00352; Purified ALDH1A1, NADH fluorescence, propionaldehyde substrate; Potency, µM (doses to about 75.3 µM), for inactives: top-dose activity, negative = inhibition, usual class: inhibitors; 220,000 compounds, 7.3% hits; active = well fitted inhibition curve with a large enough effect, not every such curve was filed as active; inconclusive = small, poorly fitted or top-dose-only effect, or another doubt; inactive = no such curve, though single readings can be large or run the other way;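 also: plate controls were no enzyme wells and a reference inhibitor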
TRb-SRC2 inh = TRbeta-SRC2 interaction inhibition; P10828; TRbeta-SRC2 peptide binding, fluorescence polarization; receptor liganded with 1 µM T3; Potency, µM (series often up to 106 µM), without a hit: at the highest dose activity change, negative = inhibition, hits mostly inhibitors; 280,000 compounds, 0.065% hits;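 also: plate controls were bound peptide for no effect and peptide without receptor for full effect; nearly all actives have a fitted effect of over 50% in size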
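TRb LBD 0.6 uM + Texas Red SRC2 peptide 20 nM, 1 uM T3, Tris buffer w/ 5% DMSO; compound pinned, 5 h RT; FP read ex 555/em 632; normalized to unbound and bound controls.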
Numbers without * were called inactive; ? = inconclusive; . = not tested or not shown; & = joins results of further samples; [ ] = dose if it differs, or a comment. Unless noted, calls follow the shape of the dose curve; as a rule, active = well fitted curve in the direction sought with a large enough effect; inconclusive = small, poorly fitted or top-dose-only effect, or another doubt; inactive = no such curve, though single readings can be large; an effect the other way counts as inactive or inconclusive. Unless noted, % is scaled to controls: 0 for no effect and ±100 for the full control effect; potency is read from the fitted curve at half-maximal effect. No enrichment for hits; 8.5% or so of the library scored in one or more.

Sample of the layout, 2 compounds:
SMILES	TexasRed fluor	Tau fibril FP	L3MBTL1 inh	GLA spleen mod	Tau fluor cs	Tau ThT inhib	ALDH1A1 block	TRb-SRC2 inh
CCOCCc1nnc(NC(=O)c2cccs2)s1	0%	2%	9%	7%	0%	-7%	1%	1%
COc1ccccc1NC(=O)c1sc2nc(C)c(C(=O)Nc3ccc(C)cc3C)c(-c3ccc(Br)cc3)c2c1N	-3%	-22%	.	.	-11%	-9%	.	-1%

This part in full, repeating the preview:
SMILES	TexasRed fluor	Tau fibril FP	L3MBTL1 inh	GLA spleen mod	Tau fluor cs	Tau ThT inhib	ALDH1A1 block	TRb-SRC2 inh
CCOCCc1nnc(NC(=O)c2cccs2)s1	0%	2%	9%	7%	0%	-7%	1%	1%
COc1ccccc1NC(=O)c1sc2nc(C)c(C(=O)Nc3ccc(C)cc3C)c(-c3ccc(Br)cc3)c2c1N	-3%	-22%	.	.	-11%	-9%	.	-1%
CCOc1ccccc1CNC(=O)c1cc2oc3ccccc3c2n1C	-6%	1%	.	-18%	?	-19%	?	3%
CSC(=O)NC(=O)NC(=O)c1ccc([N+](=O)[O-])cc1	-3%	3%	?	-9%	-22%	?	5%	2%
CCN(Cc1ccccc1)C(=O)c1nn(-c2ccc(OC)cc2)c(=O)c2c1c1ccccc1n2C	1%&-1%	-8%&-14%	.	-4%	?	-13%&-7%	?	-3%&-4%
Cc1ccc(N2C(=O)[C@@H]3[C@H](C2=O)C2c4ccccc4C=NN2[C@@H]3C(=O)c2ccc(Cl)cc2)cc1 (some centres undefined)	-3%	-6%	5%	-3%	1%	-3%	-13%	-1%
COc1ccc(O[C@H]2C=C[C@@H](c3ccccc3)O[C@H]2CO/N=C(/C)CCC(=O)OC[C@@H]2O[C@H](c3ccccc3)C=C[C@@H]2Oc2ccc(OC)cc2)cc1	-25%[11.2 µM]	1%[11.6 µM]	.	4%[17.5 µM]	-9%[11.6 µM]	-11%[11.5 µM]	7%[13.5 µM]	4%[11.2 µM]
CNC(=O)c1c[nH]n2c(=O)c(Cc3ccccc3F)c(C)nc12	3%	4%	13%	4%	0%	-3%	-6%	-4%
N=c1c2c3c(sc2ncn1N)CCCC3	-3%	0%	-13%	-23%	-4%	-3%	9%	-2%
Cc1ccc(-n2nc(C(=O)N3CCN(c4cccc(C(F)(F)F)c4)CC3)c(=O)n(C)c2=O)cc1	-3%	12%	.	.	-6%	-7%	.	8%
COc1ccc(OC)c(NC(=O)C23CCC(C)(C(=O)O2)C3(C)C)c1 (centres undefined)	1%	-5%	32%[activator][11.4 µM]	8%	-1%	7%	-16%	3%
CCOc1ccc(C(c2c(O)cc(C)n(Cc3ccco3)c2=O)N2CCCCC2)cc1 (centres undefined)	-2%	-14%	.	.	-12%	?	.	9%
O=C(CSc1ncn[nH]1)NC1CCCc2ccccc21 (centres undefined)	-2%	3%	3%	6%	8%	7%	-1%	8%
CN(C)CCCNc1ccc(S(N)(=O)=O)cc1[N+](=O)[O-]	1%[53 µM]	-2%	-6%	-4%	13%	4%	8%	-2%[53 µM]
CN(C(=O)COc1nnc(-c2cccs2)c(-c2cccs2)n1)c1ccccc1	-1%	6%	-2%	-10%	-4%	-16%	?	-8%
CC(C)(CN1CCc2ccccc2C1)NS(=O)(=O)c1ccc(Cl)cc1	0%	5%	16%	0%	-17%	-7%	.	-10%
CC1(C)CC(=O)CC(C)(C)N1OC(=O)c1ccco1	-1%	7%	.	5%	-2%	-9%	2%	2%
CCOC(=O)n1c(=O)n(Cc2cccc(F)c2)c2ccccc21	-2%	11%	6%	?	-2%	-2%	9%	-9%
O=C(Cn1c(=O)n(Cc2ccc(C(=O)NCc3ccc4c(c3)OCO4)cc2)c(=O)c2ccccc21)Nc1ccc(F)cc1F	-1%	-16%	.	.	-10%	15%	.	-5%
CC(C)(C)C(=O)NNC(=O)c1cnccn1	-2%	0%	.	19%	0%	-3%	.	0%
COc1ccc(CCNC(=O)c2cc(CC(C)C)on2)cc1OC	-13%	-6%	22%	9%	-11%	-12%	?	-4%
Cc1ccc(N2CCN(S(=O)(=O)N(C)C)CC2)cc1Cl	0%	2%	?	2%	1%	1%	13%	3%
O=C1CC(c2cccc(Cl)c2)CC(O)=C1C=Nc1ccccc1 (centres undefined)	1%	0%	3%	0%	-7%	-16%	-2%	-7%
COc1ccccc1NC(=O)NCC(=O)Nc1c(C)cccc1C	0%	-5%	8%	-4%	-1%	-1%	4%	1%

Three entries already listed, ordered by SMILES length, high to low:
SMILES	TexasRed fluor	Tau fibril FP	L3MBTL1 inh	GLA spleen mod	Tau fluor cs	Tau ThT inhib	ALDH1A1 block	TRb-SRC2 inh
CN(C)CCCNc1ccc(S(N)(=O)=O)cc1[N+](=O)[O-]	1%[53 µM]	-2%	-6%	-4%	13%	4%	8%	-2%[53 µM]
CCOC(=O)n1c(=O)n(Cc2cccc(F)c2)c2ccccc21	-2%	11%	6%	?	-2%	-2%	9%	-9%
CC(C)(C)C(=O)NNC(=O)c1cnccn1	-2%	0%	.	19%	0%	-3%	.	0%

(cont.)
SMILES	TexasRed fluor	Tau fibril FP	L3MBTL1 inh	GLA spleen mod	Tau fluor cs	Tau ThT inhib	ALDH1A1 block	TRb-SRC2 inh
CCOC(=O)c1cc2c(C)n(-c3ccc(OCC)cc3)c(C)c2cc(C(=O)OCC)c1=O	1%	-7%	2%	5%	-3%	-3%	26%	-4%
CCn1c2ccccc2c2cc(NC(=O)C(=O)N3CCOCC3)ccc21	-3%[53 µM]	9%	-16%	-13%	?	?	?	4%[53 µM]
O=C(Nc1cc(-c2cccc(Cl)c2)nn1-c1ccccc1)c1ccccc1F	-1%	?	.	.	?	-10%	.	-5%
CCCC1C(C#N)=C(N)Oc2cc(C)n(C)c(=O)c21 (centres undefined)	4%	11%	.	?	0%	-5%	?	-19%
O=C(NC(NC(=S)Nc1c(Cl)cc(Cl)cc1Cl)C(Cl)(Cl)Cl)OCc1ccccc1 (centres undefined)	4%	?	16%	-2%	-17%	11%	3.5µM*	9%
COc1ccc(Oc2ccccc2C#N)cc1	1%	-5%	30%	-6%	-1%	6%	3%	-4%
O=C(COc1ccc2ccccc2c1)NNC(=O)[C@@H]1CCCC[C@@H]1C(=O)O	-2%	1%	4%	0%	-3%	-7%	-2%	-3%
Cc1cccc(C)c1NC(=S)NC(=O)c1ccc(Br)o1	-2%	-10%	-11%	-4%	-12%	-5%	?	7%
CC1CCC/C(=N/Nc2ccc([N+](=O)[O-])cc2[N+](=O)[O-])C1 (centres undefined)	2%	4%	.	7%	?	?	?	-14%
COc1ccc(COC(=O)NNC(=O)c2ccccc2Cl)cc1	2%	7%	.	-2%	0%	-17%	?	0%
Cc1cccc(CN2CCCC(C(=O)N3CCc4ccccc4C3)C2)c1 (centres undefined)	-1%	8%	.	-6%	-3%	-14%	-8%	-2%
O=C(NC(=S)Nc1ccc(S(=O)(=O)N2CCCCC2)cc1)c1cccs1	5%	?	-6%	1%	-25%	-5%	?	2%
CCN(CC)CCN1C(=O)c2oc3ccccc3c(=O)c2C1c1ccc(C)cc1 (centres undefined)	-1%	0%	-6%	1%	-6%	-4%	3%	0%
CN(C(=O)COc1ccc(C(C)(C)C)cc1)C1CCS(=O)(=O)C1 (centres undefined)	-3%	?	5%	-3%	-6%	-14%	1%	-4%
COc1ccccc1NC(=O)CSc1nnc(-c2ccoc2C)n1CCc1ccccc1	1%	7%	-1%	1%	-1%	-16%	?	0%
CN=C(Nc1cc(C)nn1CCC#N)c1ccccc1	0%	0%	7%	-3%	5%	1%	-3%	0%
CCN1CCN(c2cc(C)c3cc(NC(=O)c4ccc(OC)c(OC)c4)ccc3n2)CC1	-6%&-4%	7%&5%	.	8%	?	?	?	8%&-12%
COc1ccc(CNc2nc(-c3ccco3)nn2C(=O)c2ccccc2C)cc1	?	-13%	.	.	?	-15%	.	3%
COc1ccc(C/C(N)=N/OC(=O)Cc2ccc(OC)c(OC)c2)cc1	-2%	-1%	-1%	-6%	-3%	-5%	-6%	-16%
CCOc1ccccc1C1C(C#N)=C(N)Oc2cc(C)n(Cc3ccccn3)c(=O)c21 (centres undefined)	0%	-3%	4%	8%	1%	-12%	-2%	4%
Clc1ccc(-c2cccs2)nn1	-2%	-1%	1%	8%	-2%	-3%	-10%	0%
O=C(Nc1ncc2c(n1)-c1ccccc1CC2)C1CC1	-3%	5%	4%	2%	-7%	-12%	9%	-3%
CC(C)C(C)NC(=O)COC(=O)c1cccc(C(=O)OCC(=O)NC(C)C(C)C)n1 (centres undefined)	0%	0%	35%[activator]	-26%	7%	4%	-6%	1%
Cc1cc(NS(=O)(=O)c2ccc(NC(=S)NC(=O)c3ccccc3)cc2)no1	?	-15%	7%	-1%	-3%	4%	?	3%
COc1ccc(-c2nn(C)c3sc(C(=O)N4CCOCC4)cc23)cc1OC	-3%	5%	.	13%	2%	-5%	5%	-2%
COc1ccccc1CNS(=O)(=O)c1ccc(NC(C)=O)cc1	2%	5%	2%	-8%	6%	5%	9%	-8%
CCOC(=O)CN1CCS(=O)(=O)CC1	0%	-3%	0%[11.4 µM]	-3%	-5%	-5%	8%	0%
CC(=O)/C(C)=N\O	-2%	-5%	.	19%	-1%	-4%	-7%	2%
Cc1ncc[nH]1	-2%	.	-8%	3%	.	.	?	-2%
COc1ccc(CC2(CO)CCN(C/C=C/c3ccccc3OC)CC2)cc1	4%	6%[2.34 µM]	0%	7%	5%[2.34 µM]	6%	2%	1%
COC(=O)c1nn(C23CC4CC(CC(C4)C2)C3)c2c1C(=O)N(c1ccc(Br)cc1)C2=O	-1%	-6%	.	3%	-4%	-13%	-5%	1%
CCOc1ccccc1NC(=O)c1c(NC(=O)c2ccccc2C)sc2c1CCC(C)C2 (centres undefined)	-2%	-5%	.	.	-11%	?	.	-9%
Cc1ccccc1C(=O)Nc1ccc2c(C#N)c3nc4ccccc4nc3n2c1	?	-9%	?	5%	?	5µM*	?	4%[53 µM]
CC(=O)CC1=NC(C)(C)Cc2ccccc21	1%	2%	3%	-1%	0%	3%	?	-8%
O=C(N/N=C/c1ccccc1[N+](=O)[O-])C(=O)N1CCCC1	-2%	-9%	11%	-7%	-5%	-6%	-1%	-8%
Cc1ccc(CCNC(=O)C2CC(c3ccccc3C(F)(F)F)=NO2)cc1 (centres undefined)	-3%	6%	.	3%	-7%	-7%	.	-4%
